# Bioassay records: PubChem, National Center for Advancing Translational Sciences (NCATS)
# KDM5B inhibitor: KDM5B demethylase inhibition; Q9UGL1; KDM5B demethylase, FDH-coupled NADH fluorescence (FDH is formaldehyde dehydrogenase); Potency, µM (doses to about 57.7 µM), for the others: at the top dose activity change, negative = inhibition, most hits filed as inhibitors; 220,000 tested, 2.6% active; AID 1347165; active = well fitted inhibition curve with a large enough effect; inconclusive = small, poorly fitted or top-dose-only effect; inactive = no such curve, though single readings can be large or run the other way; also: 0% is about no effect; nearly all actives have a fitted effect of over 70% in size
# Target sequence (Q9UGL1 whole entry, looked up): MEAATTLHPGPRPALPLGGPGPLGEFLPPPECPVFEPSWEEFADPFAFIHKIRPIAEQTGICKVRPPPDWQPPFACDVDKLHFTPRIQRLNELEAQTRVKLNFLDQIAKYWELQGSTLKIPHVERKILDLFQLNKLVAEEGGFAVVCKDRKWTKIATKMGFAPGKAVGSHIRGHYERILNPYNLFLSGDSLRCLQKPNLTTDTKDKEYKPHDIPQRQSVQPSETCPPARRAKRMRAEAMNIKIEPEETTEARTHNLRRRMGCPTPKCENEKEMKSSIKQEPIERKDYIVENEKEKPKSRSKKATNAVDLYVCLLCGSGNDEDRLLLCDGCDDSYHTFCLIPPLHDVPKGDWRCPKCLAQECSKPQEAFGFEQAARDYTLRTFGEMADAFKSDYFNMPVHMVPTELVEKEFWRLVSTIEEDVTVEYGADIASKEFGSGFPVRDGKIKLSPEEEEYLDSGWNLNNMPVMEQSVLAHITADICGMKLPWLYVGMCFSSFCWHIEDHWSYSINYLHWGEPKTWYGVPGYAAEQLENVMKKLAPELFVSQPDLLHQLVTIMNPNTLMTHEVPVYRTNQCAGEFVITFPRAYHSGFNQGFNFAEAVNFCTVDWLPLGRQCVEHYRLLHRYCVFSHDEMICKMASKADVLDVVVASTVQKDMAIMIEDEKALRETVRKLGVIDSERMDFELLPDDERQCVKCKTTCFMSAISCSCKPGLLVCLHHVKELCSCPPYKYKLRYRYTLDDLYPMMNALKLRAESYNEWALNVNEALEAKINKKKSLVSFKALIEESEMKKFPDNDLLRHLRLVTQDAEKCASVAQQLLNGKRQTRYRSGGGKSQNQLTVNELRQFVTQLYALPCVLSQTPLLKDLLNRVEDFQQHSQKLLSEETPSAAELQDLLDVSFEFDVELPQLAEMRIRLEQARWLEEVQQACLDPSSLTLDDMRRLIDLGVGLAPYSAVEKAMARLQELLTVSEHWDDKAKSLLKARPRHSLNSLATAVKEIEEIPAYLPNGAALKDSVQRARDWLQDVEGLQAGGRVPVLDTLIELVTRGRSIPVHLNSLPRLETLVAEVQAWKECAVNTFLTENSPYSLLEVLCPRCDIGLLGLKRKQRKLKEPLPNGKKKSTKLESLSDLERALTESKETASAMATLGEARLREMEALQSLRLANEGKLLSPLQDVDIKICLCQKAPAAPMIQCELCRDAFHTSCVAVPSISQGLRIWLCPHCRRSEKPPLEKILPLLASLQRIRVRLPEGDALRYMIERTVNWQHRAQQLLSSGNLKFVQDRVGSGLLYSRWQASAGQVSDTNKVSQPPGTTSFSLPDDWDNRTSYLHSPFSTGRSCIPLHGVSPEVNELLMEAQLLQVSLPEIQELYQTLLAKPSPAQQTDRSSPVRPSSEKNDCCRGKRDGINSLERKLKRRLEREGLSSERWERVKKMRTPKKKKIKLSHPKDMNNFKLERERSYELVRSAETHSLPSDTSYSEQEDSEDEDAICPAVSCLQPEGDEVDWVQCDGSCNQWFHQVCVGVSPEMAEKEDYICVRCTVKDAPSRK
#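 Here, H3K4me3 peptide (12.5 µM in substrate mix) is demethylated by KDM5BΔAP, 200 nM final, after 10 min compound exposure. Formaldehyde product is coupled through FDH (0.25 U/mL in mix) to NADH fluorescence; 30-min ΔRFU feeds dose-response curves.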
# * marks the source's active call; other numbers are inactive results; u = inconclusive; & = joins results of further samples; [ ] = another dose, or the depositor's remark. Potency is read from the fitted curve at half-maximal effect. A portion of the library, so the mix of outcomes need not match the whole.
no.	SMILES	KDM5B inhibitor
1	O=C(NCCC(=O)N1CCCC1)c1ccccc1Cl	24%
2	CCn1nc(-c2ccc(C)c(S(=O)(=O)NC3CC3)c2)c2c(c1=O)CCCC2	4%
3	CN1Cc2cccn2CC1CNC(=O)c1cccn1C (stereo not drawn)	u
4	Cc1cccc(Cc2c(C)nc3nc(SCc4ccccc4Cl)nn3c2C)c1	7%
5	COc1cccc(Oc2ccc(N/C=C/C(=O)c3ccc(Cl)cc3)cc2)c1	17%
6	CC(=O)NC(NC(C)=O)c1ccncc1	16%
7	CN1CCCN(C(=O)CC2CCCC2)c2ccccc21	-6%
8	O=C(CN1C(=O)NC2(CCCC2)C1=O)OCc1cccc(Br)c1	-4%
9	O=C1/C(=C/c2ccc(OCc3ccccc3)cc2)CCc2ccccc21	-14%
10	O=C(c1ccc(F)c(Cl)c1)N1CCC2(CC1)N=C(c1ccccc1)NO2	16%
11	Cn1c(=O)[nH]c(=O)c2c1nc(CN(Cc1ccccc1)Cc1ccccc1)n2CC(N)=O	9%
12	Cc1cccc(N(CC(=O)Nc2ccccc2C(F)(F)F)S(=O)(=O)c2ccccc2)c1C	u
13	Fc1ccccc1-c1n[nH]c2c1CN(Cc1cccc3c1OCO3)CC2	28%
14	Cc1ccccc1OCC(=O)NC(=S)Nc1ccccc1N1CCN(S(C)(=O)=O)CC1	-7%
15	CCN(CC)C(=O)c1cc(-c2ccc(C)cc2)nc2ccccc12	u
16	COc1ccc(CCNC(=O)Cn2ncc3c(=O)oc4ccccc4c32)c(OC)c1	-10%
17	Cc1onc(-c2c(F)cccc2Cl)c1C(=O)N=C(N)N1CC(C)OC(C)C1 (stereo not drawn)	-2%
18	Cc1c(C(=O)N2CCCCCC2)c(S(=O)(=O)N2c3ccccc3CC2C)c(C)n1C (stereo not drawn)	-3%
19	O=C(c1ccc2c(c1)OCO2)c1cn(Cc2ccc(Cl)cc2)c2ccc(F)cc2c1=O	-12%
20	COc1ccc(C(=O)Nc2cccc3c2CCCC3)c(OC)c1	-7%
21	Cc1ccncc1C(=O)N1CCCn2ccnc2C1c1ccccc1 (stereo not drawn)	11%
22	Cc1ccc(Cl)cc1N1CCN(S(=O)(=O)c2cc(Br)cc3c2N(C(=O)C2CC2)CC3)CC1	-39%
23	CCOc1ccc(-n2c(=O)c3c4c(sc3n(Cc3cccc(C)c3)c2=O)CCCC4)cc1	-1%
24	CC(SC(c1ccccc1)c1ccccc1)C(=O)NC(C)(C)C (stereo not drawn)	13%
25	Cc1ccc(C(=O)N2CCC3(CC2)N=C(c2ccc(Cl)cc2)NO3)s1	u
26	Cc1cc2ccccc2n1CC(=O)Nc1ccc(OCC(N)=O)cc1	9%
27	CC(=O)N1CCC(C(=O)N2CCC3(CC2)NC(=O)N(c2ccccc2)N3)CC1	-18%
28	COc1ccc(C(=O)N2CCCC2)c(OC2CCN(C(=O)c3ccn[nH]3)CC2)c1	16%
29	CCN1CCN(c2nc(-c3ccccc3)c3ccccc3n2)CC1	u
30	CCCNC(=O)CN1C(=O)c2cccnc2Sc2ccccc21	-8%
31	CC(=O)NNC(=S)Nc1ccc(Cl)c(Cl)c1	25%
32	CCOc1ccc(C(=O)NC2CC(c3cc(N4CCOCC4)ncn3)C2)o1 (stereo not drawn)	-13%
33	CCCCCCOCCOc1ccccc1OCCOCCCCCC	-20%
34	COc1ccc(CN2C[C@H]3CN(C(=O)NCc4ccccc4)CCN3C2=O)cc1	23%[86.2 µM]
35	CCOC(=O)/C(C#N)=C/c1ccc(OCc2ccc(Cl)cc2Cl)cc1	0%
36	CCC(C(=O)N1CCN(c2cc(Cl)ccc2C)CC1)n1nc(C)c2sc3ccccc3c2c1=O (stereo not drawn)	1%
37	COC(=O)c1ccc(C(=O)N(Cc2ccccc2)c2ccccc2)cc1	-7%
38	Cc1ccc(CNC(=O)c2ccc3c(c2)n(Cc2ccccc2)c(=O)c2ccnn23)o1	32µM*
39	NC(=O)[C@@H]1CN(C(=O)c2ccncc2)C[C@H]1COc1ccccc1	-7%
40	Cc1ccc(CNC(=O)c2ccc3c(c2)CN(Cc2nccs2)CCO3)cc1	-1%
41	CCOC(=O)c1c(C)oc2nc(C)nc(NCc3ccc(OC)cc3)c12	-6%
42	COc1ccc(C(=O)N2CCCC(C(=O)NCc3ccncc3)CCNC(=O)CC2)c(OC)c1 (stereo not drawn)	-20%
43	COc1cccc(Cn2c(SCc3ccc(C(=O)N4CCCCC4)cc3)nc3ccncc32)c1	-2%
44	Cc1ccc(C(=O)N(C)[C@H]2C[C@H]3c4[nH]c5c(-c6cccc(C)c6)cccc5c4CCN3C[C@H]2[C@H](C)O)cc1	u
45	COc1ccc(CCC(C)NC(=O)C2(C#N)CCCC2)cc1 (stereo not drawn)	-9%
46	O=C(NCCCc1ccccc1)C1CCN(C(=O)N2CC3CC(C2)[C@H]2CCCC(=O)N2C3)CC1 (stereo partly drawn)	11%
47	CN(CC1CCOCC1)C(=O)C1CCCC1	4%
48	COCC(=O)N1CCC2(CC1)CC(N(C(=O)c1ccccc1)C1CC1)CCO2 (stereo not drawn)	u
49	O=C(Nc1cc(Br)ccc1I)C1CC2CCC1C2 (stereo not drawn)	-19%
50	CC1(C)CNC(=O)c2nc(CC3CCCCN3C3CCCC3)[nH]c2C1 (stereo not drawn)	-23%
51	COCCNC(=O)Cc1c[nH]c2ncc(-c3ccccc3C)cc12	u
52	COc1ncccc1C(=O)N1C[C@@H](CN2CCCCC2)[C@@H](CO)C1	12%
53	CCOc1ccc(OCC)c(NC(=O)CCc2nc3cccnc3n2-c2ccccc2)c1	-23%
54	COc1ccc(C(=O)Nc2nonc2-c2ccc(OC)c(OC)c2)cc1Cl	u
55	COc1ccc(CC(=O)N2CCN(c3nc(-c4ccccc4)no3)CC2)cc1	-8%
56	COc1ccc(S(=O)(=O)N2CCN(c3ccc(Cl)c(Cl)c3)CC2)c2ccccc12	-24%
57	N#Cc1cccc(C(=O)Nc2ccc3ncnc(N4CCCCC4)c3c2)c1	-1%
58	COc1ccc(C)cc1CN1CCN(C(=O)c2cc(C3CC3)nn2-c2ccccc2)CC1	0%
59	COc1ccc(C(=O)NCCc2csc(-c3ccc(Cl)cc3)n2)c(OC)c1	u
60	COc1ccc(C2c3c(n(C)c4ccccc34)C(=O)N2CC(=O)Nc2c(C)cc(C)cc2C)cc1 (stereo not drawn)	u

# Additional results:
no.	SMILES	KDM5B inhibitor
61	COCC(=O)N[C@H]1C[C@@H](c2nc(-c3ccc4c(c3)OCO4)no2)N(C)C1	24%[86.2 µM]
62	CCOC(=O)c1cc(S(=O)(=O)N2CCN(c3cc(Cl)ccc3C)CC2)[nH]n1	u
63	N#CC1(NC(=O)COC(=O)CCCN=C2NS(=O)(=O)c3ccccc32)CCCCC1	42%
64	Cc1ccc(-c2nc(C(=O)N3CCN(c4ccccc4F)CC3)no2)cc1	-14%
65	COCCC1(NS(C)(=O)=O)CCN(S(=O)(=O)c2ccc3c(c2)CCC3)CC1	9%
66	CCCCNC(=O)c1nn(C)c2c1CSc1ccccc1-2	5%
67	Fc1ccc(Oc2ccc(CNc3ncccn3)cn2)cc1	6%
68	CCC(C)(C(=O)NC1CCCC1)N(C)C(=O)Cc1c[nH]c2ccccc12 (stereo not drawn)	-7%
69	Cc1ccc(C(=O)N2CCC3(CC2)NC(=O)N(c2ccccc2)N3)cc1	-29%
70	O=C(NCc1cccs1)C1CCN(c2nccn3nc(-c4ccccc4)cc23)CC1	-11%
71	CCCSc1ccc(C(=O)CCN(C)C)cc1	u
72	CCOc1cc(C=O)c(Cl)cc1OC	14%
73	Cc1noc2c(N3CC[S+](=O)([O-])CC3)cc(-c3cccc(C(F)(F)F)c3)nc12	-13%[86.2 µM]
74	CC(C)NC(=O)N1CC[C@@H](CC(=O)O)[C@@H](CC2=NCCc3ccc(C(C)(C)C)cc32)C1	u
75	C=CCn1c(N2CCN(Cc3cccc4ccccc34)CC2)nc2c1c(=O)[nH]c(=O)n2C	-7%
76	CC(C)NC(=O)/C(C#N)=C/c1c[nH]c2ccccc12	6%
77	CNC(=O)CN1CCCC(N2CCN(c3ccccc3F)CC2)C1 (stereo not drawn)	u
78	CCC1CCC(=C(C#N)C(=O)Nc2ccc(C)cc2)CC1 (stereo not drawn)	11%
79	O=C(Cc1ccc2c(c1)OCO2)N[C@@H]1CCOC[C@H]1Oc1ccccn1	2%
80	COc1ccc(CNC(=O)c2ccc(Cn3ccn4nc5c(c4c3=O)CCCC5)cc2)c(OC)c1	u
81	CCCn1ccc2c(OCC(=O)NCc3ccc(C)cc3)cccc2c1=O	u
82	COc1ccc(/C=C/C(=O)OCCN(C)C)cc1	-2%
83	O=C(c1ccc2c(c1)OCO2)N1CCN([S+](=O)([O-])c2ccc(Cl)nc2)C(=O)C1	-5%[115 µM]
84	COc1cccc(Cn2nnc3c(=O)[nH]c(C4CCCN(C(=O)c5ccccc5Cl)C4)nc32)c1 (stereo not drawn)	10%&-4%
85	COc1ccc(/C=C/C(=O)OCCN(C)C(C)(C)C)cc1	-15%
86	COc1ccc(-c2cc(NCc3ccc(C)cc3)n3cnnc3n2)cc1	u
87	O=c1[nH]c(N2CCc3ccccc3C2)nc2c1CCN(Cc1cccnc1)CC2	6%
88	Clc1cccc(CN2CC[C@H](c3nc4ccccc4s3)C2)c1	u
89	O=C(c1ccoc1)N1CCC2(CC1)CN(c1ccncn1)CC2CO (stereo not drawn)	17%
90	COCCNC(=O)[C@@H]1CCC[C@@H](NCc2nccs2)CN(C)C(=O)C1	-32%[86.2 µM]
91	Cc1ccc(Cn2cccc(NC(=O)CCC3CCCC3)c2=O)cc1	u
92	O=C(N[C@H](c1cccs1)C1CC(O)C1)c1cnn2cc(CCO)cnc12 (stereo partly drawn)	14µM*
93	CC(=O)Nc1ccc(CN2CC[C@H](c3nc4ccccc4[nH]3)C2)cc1	u
94	CNC(=O)[C@@H]1CN(C(=O)c2ccc(C)[nH]c2=O)C[C@H]1c1nc(COC)no1	25µM*
95	Cc1sc(NC(=O)COc2ccccc2)c(C#N)c1C	u
96	CCc1ccc(C(=O)Nc2cccc(Cl)c2)cc1S(=O)(=O)N1CCOCC1	-16%
97	Cn1cccc1C(=O)N[C@H]1CCN2C(=O)c3cc(Br)ccc3NC(=O)[C@@H]2C1	u
98	Cc1ccc(C)c(-c2csc(NC(=O)c3ccccc3SCc3noc(C)n3)n2)c1	14%
99	C[S+](=O)([O-])N1Cc2ccccc2CC2(CCCCN2Cc2ccccc2)C1 (stereo not drawn)	-12%[115 µM]
100	Cc1ccccc1C(=O)Nc1ccc2nc(Nc3cccc(C(F)(F)F)c3)cc(C)c2c1	u

# Reprinted at random: 7 compounds from above
no.	SMILES	KDM5B inhibitor
98	Cc1ccc(C)c(-c2csc(NC(=O)c3ccccc3SCc3noc(C)n3)n2)c1	14%
91	Cc1ccc(Cn2cccc(NC(=O)CCC3CCCC3)c2=O)cc1	u
85	COc1ccc(/C=C/C(=O)OCCN(C)C(C)(C)C)cc1	-15%
81	CCCn1ccc2c(OCC(=O)NCc3ccc(C)cc3)cccc2c1=O	u
86	COc1ccc(-c2cc(NCc3ccc(C)cc3)n3cnnc3n2)cc1	u
95	Cc1sc(NC(=O)COc2ccccc2)c(C#N)c1C	u
90	COCCNC(=O)[C@@H]1CCC[C@@H](NCc2nccs2)CN(C)C(=O)C1	-32%[86.2 µM]

# The list goes on.
no.	SMILES	KDM5B inhibitor
101	CCCNC(=O)N1C[C@@H](Oc2cccnc2)C[C@@H]1C(=O)N1CCOCC1	1%
102	CN(Cc1cc(C(C)(C)C)n[nH]1)C(=O)c1ccccc1C1CCNC1 (stereo not drawn)	-15%
103	O=C(CC1C(=O)NCCN1Cc1ccccc1)NC1C2CC3CC(C2)CC1C3 (stereo not drawn)	53%[activator]
104	COc1ccccc1CNc1nc(-c2ccco2)nn1C(=O)c1ccccc1[N+](=O)[O-]	u
105	COc1ccc2c(CNCc3cccs3)c(C(=O)O)n(Cc3ccc(F)cc3Cl)c2c1	u
106	COCCNC(=O)[C@@H]1C[C@H](Oc2ccccc2)CN1S(=O)(=O)Cc1ccccc1F	7%
107	COc1ccc(CNC(=O)CN(C(=O)c2snc(C(N)=O)c2N)c2ccc(OC)c(OC)c2)cc1	-20%
108	COc1ccc([C@H]2C[C@@H](O)[C@@H](O)[C@@H]2NCc2nc3ccccc3n2C)cc1	12%[86.2 µM]
109	CN(CC(=O)N1CCN(c2oc(-c3ccco3)nc2C#N)CC1)Cc1ccc(C(F)(F)F)cc1	u
110	COc1ccccc1-c1cc(-c2cccs2)nc2c(C)noc12	35µM*
111	CC1(c2ccccc2)N(Cc2ccccc2F)C(=O)OC12CCN(C(=O)COc1ccccc1C(N)=O)CC2 (stereo not drawn)	16%
112	CS(=O)(=O)N1CCN2C(=O)N(Cc3ccc(F)cc3)C[C@H]2C1	1%[86.2 µM]
113	O=C(NCc1ccccc1)N1CCC(N2C(=O)C3(CCCCC3)C2c2ccncc2)CC1 (stereo not drawn)	2%
114	CS(=O)(=O)c1ccc(OCC2(CNCc3ccc(Cl)cc3)C[C@@H](O)[C@@H](O)C2)cc1 (stereo partly drawn)	-5%
115	Cn1c(=O)c2c([nH]c(OCc3ccc(Cl)cc3Cl)[n+]2Cc2ccc(F)cc2)n(C)c1=O	16%
116	O=C(O)C(c1c[nH]c2ccc(Cl)cc12)N1CCN(CCNc2cc(=O)oc3ccccc23)CC1 (stereo not drawn)	0%
117	COc1ccc(-c2cn3nc(N4CCCC(C(=O)Nc5cccc(OC)c5)C4)sc3n2)cc1 (stereo not drawn)	-21%
118	CCN(c1cccc(C)c1)S(=O)(=O)c1nnc(NC(=O)C2CCCCC2)s1	1%
